USP1-UAF1 inh = blocks the human USP1/UAF1 deubiquitinase complex | O94782 | recombinant USP1/UAF1, Ub-Rhodamine cleavage fluorescence | Potency, µM (titrated, usually from 57.1 µM), for inactives: top-dose activity change, negative = inhibition, usual class: inhibitors | actives 0.23% (n = 390,000) | AID 743255; note: potency is the fitted concentration of half-maximal effect; % is set by controls: 0 for no effect and ±100 for the full control effect; nearly all actives have a fitted effect of over 60% in size; inactives centre near -12
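Step one: compound is pinned into 1nM USP1/UAF1 in HEPES pH 7.8 buffer with TCEP. Step two: 15 min room-temperature incubation. Step three: Ub-Rho (150nM final) starts cleavage, tracked by fluorescence over six one-minute reads.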
Vif-APOBEC3G blk = blocks the Vif interaction with human APOBEC3G | Q9HC16 | actives 0.076% (n = 410,000) | Potency, µM (series often up to 46.1 µM), for the others: at the highest dose activity, negative = active, most hits filed as inhibitors | HeLa A3G-eYFP + Vif (tagged APOBEC3G with the HIV-1 protein that degrades it), YFP fluorescence, overnight;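 note: potency is the fitted concentration of half-maximal effect; % is set by controls: 0 for no effect and ±100 for the full control effect; nearly all actives have a fitted effect of over 60% in size; hits raise eYFP signal because A3G escapes Vif-driven loss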
Target sequence (Q9HC16 whole entry, looked up): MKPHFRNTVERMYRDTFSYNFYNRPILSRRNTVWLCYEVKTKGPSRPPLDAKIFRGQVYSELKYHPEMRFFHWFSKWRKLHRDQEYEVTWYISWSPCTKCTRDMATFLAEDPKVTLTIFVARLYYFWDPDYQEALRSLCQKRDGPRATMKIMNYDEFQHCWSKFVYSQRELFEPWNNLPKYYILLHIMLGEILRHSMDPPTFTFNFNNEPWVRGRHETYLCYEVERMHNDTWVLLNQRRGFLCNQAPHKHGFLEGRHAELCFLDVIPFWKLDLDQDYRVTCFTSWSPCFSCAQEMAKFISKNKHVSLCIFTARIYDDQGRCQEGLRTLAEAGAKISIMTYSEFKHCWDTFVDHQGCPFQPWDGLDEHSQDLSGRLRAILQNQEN
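Read-out is eYFP fluorescence (Ex 488/Em 500-530) from Vif-expressing HeLa A3G-eYFP cells; more signal means A3G escaped Vif-mediated degradation. Cells plated overnight, compound pinned in, incubated overnight at 37 deg C.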
Vif-A3F inh = inhibitors of Vif-A3F interaction; HeLa A3F-eYFP + Vif (tagged APOBEC3F with the HIV-1 protein that degrades it), YFP fluorescence increase; Potency, µM (doses to about 46.1 µM), inactives show at the highest dose activity, negative = active; actives 0.2% (n = 390,000); AID 602313; note: potency is the fitted concentration of half-maximal effect; % of control where 0% means no effect; nearly all actives have a fitted effect of over 65% in size
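HeLa cells stably expressing A3F-eYFP plus Vif, plated and incubated overnight at 37 deg C, then exposed to compounds overnight at 37 deg C. Blocked degradation read as raised yellow fluorescence (Ex 488/Em 500-530).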
TrxR1 substrate = substrates of rat thioredoxin reductase 1. O89049. purified TrxR1 substrate turnover, NADPH consumption readout. Potency, µM (titrated, usually from 114 µM), inactives show top-dose activity change, negative = substrate turnover. actives 0.01% (n = 390,000). AID 588456; note: potency is the fitted concentration of half-maximal effect; % is set by controls: 0 for no effect and ±100 for the full control effect; nearly all actives have a fitted effect of over 50% in size
Target sequence (O89049 whole entry, looked up): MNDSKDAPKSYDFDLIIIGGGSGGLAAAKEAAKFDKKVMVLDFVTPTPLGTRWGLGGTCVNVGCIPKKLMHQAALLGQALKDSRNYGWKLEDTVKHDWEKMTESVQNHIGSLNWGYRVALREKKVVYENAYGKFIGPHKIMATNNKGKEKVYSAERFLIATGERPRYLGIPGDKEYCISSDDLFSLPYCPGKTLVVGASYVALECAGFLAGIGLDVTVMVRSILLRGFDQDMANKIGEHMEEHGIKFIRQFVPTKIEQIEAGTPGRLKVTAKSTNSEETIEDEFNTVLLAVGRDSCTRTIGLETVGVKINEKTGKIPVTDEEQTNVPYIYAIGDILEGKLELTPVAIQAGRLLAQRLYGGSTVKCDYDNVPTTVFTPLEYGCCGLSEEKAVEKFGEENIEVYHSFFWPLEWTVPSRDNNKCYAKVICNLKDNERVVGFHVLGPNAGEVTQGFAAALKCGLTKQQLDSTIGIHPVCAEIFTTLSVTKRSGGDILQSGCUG
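Rat TrxR1, dispensed at 90 nM, was prereduced with 400 uM NADPH (final) for 5 min at ~22 deg C, then incubated with compound 15 min before 400 uM selenite. A first-read NADPH fluorescence drop versus no-compound background flagged substrates.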
IDH1 R132H inh = human IDH1 R132H inhibition. IDH1-R132H enzyme, NADPH consumption, diaphorase/resazurin fluorescence. Potency, µM (doses to about 76.6 µM), without a hit: top-dose activity change, negative = inhibition, hits mostly inhibitors. actives 0.093% (n = 390,000). AID 602179; note: potency is the fitted concentration of half-maximal effect; % is set by controls: 0 for no effect and ±100 for the full control effect; nearly all actives have a fitted effect of over 65% in size
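IDH1-R132H (0.5 ug/mL dispensed) in pH 7.5 Tris buffer was preincubated 30 min with compound, then given a substrate mix of 0.016 mM NADPH and 2 mM alpha-KG for 80 min at room temperature; remaining NADPH was read by diaphorase/resazurin fluorescence.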
GRP78 ERSR act = ER stress response induction in glioma; U87-MG GRP78 promoter luciferase reporter, 16 h; Potency, µM, inactives show at the highest dose activation, actives largely listed as activators; actives 0.02% (n = 420,000); note: potency is the fitted concentration of half-maximal effect; series mostly up to about 76 µM; % of control where 0% means no effect; nearly all actives have a fitted effect of over 35% in size
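ERSR induction read as luciferase luminescence (Bright-Glo, 10 min at room temperature) in stably transfected human U87-MG glioma cells exposed to compounds for 16 h, using GRP78 as sensor.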
LDHA block = LDHA (human) enzyme inhibition. actives 0.15% (n = 480,000). activity change, % (values are at about 110 or 230 µM). P00338. purified LDHA, NADH/diaphorase-resazurin fluorescence; hits give low values; in the data active = activity change below about -30%; inconclusive = mostly about -25% to -30%;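 note: plate controls were DMSO wells for no effect and wells without enzyme for full effect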
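Remaining NADH was detected by diaphorase (0.133 mg/mL) converting 37 µM resazurin to fluorescent resorufin, read at 0 and 20 minutes. The preceding 5-minute room-temperature reaction used 2 nM LDHA, 0.2 mM sodium pyruvate and 0.06 mM NADH at pH 7.4.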
RXFP1 ag = RXFP1 (human) receptor agonism; Q9HBX9; HEK293T-RXFP1 cAMP TR-FRET, 30 min; response scale: percent of porcine relaxin response, buffer zero; Potency, µM (top dose mostly 57.5 µM), for the others: at the top dose activation, hits mostly activators; actives 0.3% (n = 370,000); note: potency is the fitted concentration of half-maximal effect; % is set by controls: 0 for no effect and ±100 for the full control effect; nearly all actives have a fitted effect of over 60% in size; many of its hits are not listed in these tables
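HEK293 cells stably expressing RXFP1, treated 30 min at 37C with compounds plus PDE4 inhibitor Ro 20174; cAMP measured by HTRF TR-FRET. Normalized to buffer and 29 nM porcine relaxin; EC50 by Hill fit.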
PI4K2A inh = blocks human PI4K2A kinase activity; Q9BTU6; purified PI4K2A, ADP-Glo luminescence, 1 h; hits give low values; activity change, negative = inhibition, % at 76.9 µM; actives 0.13% (n = 420,000); AID 1346378; in the data active = activity change below about -50%; inconclusive = mostly about -30% to -49%;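 note: -100% = wells without enzyme as full effect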
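PI4K2A activity was measured by ADP-Glo luminescence: enzyme (4 ug/mL stock) and phosphatidylinositol (1.2 mM stock) in Tris pH 7.5/MgCl2/EGTA/Triton X-100 buffer were reacted with ATP (300 microM stock) for one hour at ambient temperature.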
Numbers without * were called inactive; u = inconclusive; x = no result given; [ ] = another dose, or the depositor's remark. Unless noted, calls come from the whole dose curve; as a rule, active = well fitted curve in the direction sought with a large enough effect; inconclusive = small, poorly fitted or top-dose-only effect, or another doubt; inactive = no such curve, though single readings can be large; an effect the other way counts as inactive or inconclusive. Some of the compounds tested; rates above refer to the full screens.

SMILES | USP1-UAF1 inh | Vif-APOBEC3G blk | Vif-A3F inh | TrxR1 substrate | IDH1 R132H inh | GRP78 ERSR act | LDHA block | RXFP1 ag | PI4K2A inh
CCN(CC)c1ccc(NC(=O)C2CCN(S(=O)(=O)c3ccc4c(c3)oc(=O)n4C)CC2)c(C)c1 | -7% | 4% | -8% | 1% | -1% | -3% | -2 | -2.8% | 1
CCN(C(=O)CN1CCCCC1)C1(C)C(=O)c2ccccc2C1=O | -14% | -6% | 2% | -2%[57.1 µM] | 9% | -3% | -5 | -1.1% | 1
CCOC(=O)c1[nH]c2c(c1Cc1ccccc1)C(=O)CC(c1ccc(Cl)cc1)C2 (stereo not drawn) | 0% | 1% | 0% | -1% | -11% | -3% | -2 | -2.6% | -1
COc1ccc(N2CCN(c3oc(-c4ccco4)nc3C#N)CC2)cc1 | -7% | 0% | 1% | 3% | 10% | -4% | -1 | 2.2% | -6
COc1cccc(OC)c1C(=O)NN1CCCCC1 | -4% | -3% | 0% | 2% | 7% | -5% | 3 | 1.5% | 3
C[C@H](NC(=O)c1ccc(C(C)(C)C)cc1)C(=O)N1CCC2(CC1)NCCc1[nH]cnc12 | -9% | 0% | 2% | -2% | 0% | -4% | -11 | 0.0% | 2
COc1cc(OC)cc(-c2c(C#Cc3ccsc3)c3cc(-c4cc(OC)c(OC)c(OC)c4)ccc3n2C)c1 | -16% | -4% | -2% | 6%[57.1 µM] | 11% | -4% | 5 | x | 0
O=C(Cc1ccc(Cl)cc1)Nc1ccccc1C(=O)N1CCCCC1 | -13% | -8% | 10% | -10% | 5% | -6% | -6 | 6.6% | -5
O=C(Nc1ccc(Br)cc1)C1OCCc2ccccc21 (stereo not drawn) | -15% | -6% | -5% | -3% | 22% | 5% | -8 | 0.6% | 43
CCCNC(=O)c1c[nH]c2ccc(S(=O)(=O)N(C)c3ccc(OCC)cc3)cc2c1=O | -6% | 0% | -7% | 0%[57.1 µM] | 3% | -3% | -3 | 0.2% | 3
CN(/N=C/c1ccccc1Cl)c1ncc(Cl)cc1C(F)(F)F | -13% | -2% | -2% | -3% | 4% | 9% | 0 | -0.2% | -3
COc1cc2c(cc1NC(=O)c1cccc(Br)c1)CCCC2 | -22% | -1% | 7% | -5% | 9% | 3% | -6 | 2.2% | -1
Cc1c(C(=O)O)cccc1-n1c(C)cc(/C=C(/C#N)C(=O)NCc2ccccc2)c1C | -8% | -10% | 6% | -5%[57.1 µM] | 2% | -3% | -12 | -1.5% | -1
COc1cc(C=C2CN(C)C(=O)C2=O)ccc1O | -25% | 0% | 2% | x | 2% | -1% | 5 | x | -3
COC(=O)CSc1nc(N)c(C#N)c(CC(C)C)c1C#N | 2% | 0% | 0% | -18% | 4% | 2% | 0 | 2.5% | -4
COc1cccc(C2c3c(-c4cc(Cl)c(C)cc4O)n[nH]c3C(=O)N2Cc2cccnc2)c1 (stereo not drawn) | -25% | -5% | x | 4% | u | 8% | -1 | 0.2% | 2
CCc1cccc(C)c1NC(=O)C1CN(S(=O)(=O)c2ccccc2)CCN1S(=O)(=O)c1ccccc1 (stereo not drawn) | -15% | -3% | 1% | -4% | -2% | -7% | -6 | 4.4% | 1
CC(=O)N1CCc2cc(S(=O)(=O)NCCC(=O)NCCc3ccc(Cl)cc3)ccc21 | u | -1% | 1% | 2% | -10% | -4% | -4 | 0.9% | 5
COc1ccc(NC(=O)C(c2ccc(Cl)cc2)C(C)C)cn1 (stereo not drawn) | -21% | -3% | -16% | -4% | 8% | -2% | -1 | 0.6% | -1
Cc1ccccc1CSCCC(=O)NCCc1ccccc1 | -21% | 3% | 5% | -4% | 3% | 1% | 0 | -1.9% | 0
Cc1ccc(S(=O)(=O)N(Cc2cc3cc4c(cc3[nH]c2=O)OCCO4)CC2CCCO2)cc1 (stereo not drawn) | -10% | 3% | 2% | 11% | 1% | -4% | -3 | u | -4
COc1ccc(C2C(C(=O)Nc3ccccc3OC)=C(C)Nc3nnnn32)c(OC)c1 (stereo not drawn) | -16% | 1% | 3% | -6% | 6% | -3% | -2 | -0.2% | 4
C#Cc1ccc([C@@H]2C=C(C(=O)Nc3ccccc3)O[C@H](OCC)[C@H]2CCCO)cc1 | -19% | -8% | -1% | 1% | -2% | -6% | 0 | -1.4% | 2
O=C(CCC(=O)N1CCOc2ccccc21)N1CCOCC1 | -10% | 4% | 7% | -2%[57.1 µM] | 4% | -3% | -1 | 1.5% | -1
O=C(COc1ccc(Cl)cc1)Nc1ccc2nc(SCC(=O)N3CCOCC3)sc2c1 | -25% | -12% | -20% | 1% | -13% | -4% | -13 | -0.1% | -2
CCOc1ccc2c(c1)-c1c(ssc1=S)C(C)(C)N2 | -9% | -25% | -4% | -7% | -3% | 0% | 7 | 0.0% | -6
Cc1ccccc1NC(=S)N(CCCN1CCC(C)CC1)Cc1ccco1 | -14% | 0% | -7% | 9%[57.1 µM] | -3% | -5% | -7 | 4.2% | 4
O=C(C1CCCN(S(=O)(=O)c2ccccc2[N+](=O)[O-])C1)N1CCN(c2ccccc2)CC1 (stereo not drawn) | -21% | 1% | 0% | -9% | 8% | -3% | -3 | 1.4% | 5
Cc1cc(NCCCCO)n2c(nc3ccccc32)c1C#N | -11% | 1% | -2% | 280%[activator][57.1 µM] | 1% | -5% | 5 | 5.2% | -3
COc1ccc(NC(=O)c2ccccc2NC(=O)c2cccs2)cc1 | -4% | 1% | 4% | -3% | 2% | 0% | 2 | 0.3% | 12
Cc1oc(-c2ccc(F)cc2)nc1CN(Cc1ccccn1)CC1CCCO1 (stereo not drawn) | -13% | -6% | 4% | 5%[57.1 µM] | 4% | 1% | 0 | 1.5% | 7
CCc1ccc(-n2c(=O)c3ccccc3n(Cc3ccccc3C#N)c2=O)cc1 | -21% | -2% | 1% | 5% | -7% | -4% | -9 | 6.5% | -1
O=C(COC(=O)c1cccnc1Cl)NC12CC3CC(CC(C3)C1)C2 | -15% | 0% | 5% | -10% | 6% | -4% | -4 | x | -6
CCN(CC(=O)Nc1ccc([N+](=O)[O-])cc1OC)c1ccccc1 | 7% | -1% | -10% | 4% | 1% | -3% | -2 | 3.5% | -1
CCN(CC)CCNC(=O)c1cc2c(=O)n(CC)c3ccccc3c2s1 | -20% | 1% | 9% | 67%[activator] | 7% | -2% | -3 | 1.1% | -3
COc1ccc(OC)c(/C=C2\SC(=S)N(N3CCOCC3)C2=O)c1 | -9% | -7% | 7% | 2% | -10% | -1% | -11 | 0.1% | -5
CCOc1ccc(N(CC(=O)NCCSCc2ccccc2)S(=O)(=O)c2ccccc2)cc1 | -31% | -13% | 2% | -6% | 4% | -6% | -3 | 1.7% | -2
Cc1ccc(S(=O)(=O)N(C)C)cc1NC(=O)Nc1c(-c2ccccc2)noc1C | -4% | -2% | 8% | 2% | 3% | 0% | -3 | 2.2% | 1

9 of the compounds above, with two lines to a compound.
Values in the order: USP1-UAF1 inh | Vif-APOBEC3G blk | Vif-A3F inh | TrxR1 substrate | IDH1 R132H inh | GRP78 ERSR act | LDHA block | RXFP1 ag | PI4K2A inh
> COc1ccc(NC(=O)c2ccccc2NC(=O)c2cccs2)cc1
→ -4% | 1% | 4% | -3% | 2% | 0% | 2 | 0.3% | 12
> Cc1oc(-c2ccc(F)cc2)nc1CN(Cc1ccccn1)CC1CCCO1 (stereo not drawn)
→ -13% | -6% | 4% | 5%[57.1 µM] | 4% | 1% | 0 | 1.5% | 7
> CCc1ccc(-n2c(=O)c3ccccc3n(Cc3ccccc3C#N)c2=O)cc1
→ -21% | -2% | 1% | 5% | -7% | -4% | -9 | 6.5% | -1
> O=C(COC(=O)c1cccnc1Cl)NC12CC3CC(CC(C3)C1)C2
→ -15% | 0% | 5% | -10% | 6% | -4% | -4 | x | -6
> CCN(CC(=O)Nc1ccc([N+](=O)[O-])cc1OC)c1ccccc1
→ 7% | -1% | -10% | 4% | 1% | -3% | -2 | 3.5% | -1
> CCN(CC)CCNC(=O)c1cc2c(=O)n(CC)c3ccccc3c2s1
→ -20% | 1% | 9% | 67%[activator] | 7% | -2% | -3 | 1.1% | -3
> COc1ccc(OC)c(/C=C2\SC(=S)N(N3CCOCC3)C2=O)c1
→ -9% | -7% | 7% | 2% | -10% | -1% | -11 | 0.1% | -5
> CCOc1ccc(N(CC(=O)NCCSCc2ccccc2)S(=O)(=O)c2ccccc2)cc1
→ -31% | -13% | 2% | -6% | 4% | -6% | -3 | 1.7% | -2
> Cc1ccc(S(=O)(=O)N(C)C)cc1NC(=O)Nc1c(-c2ccccc2)noc1C
→ -4% | -2% | 8% | 2% | 3% | 0% | -3 | 2.2% | 1
